procasp7 counter: procaspase-7 activators, primary screen, counter-screen for procaspase-3 activator project, biochemical, absorbance, HTS, human. Caspase-7 (Homo sapiens), P55210. recombinant procaspase-7, Ac-DEVD-pNA absorbance 405 nm; D23A/D198A/D206A triple mutant, cannot self-cleave; scale: DMSO 0, 5 µM enzyme 100. activation, % at 8.5 µM. 0.093% of 330,000 active. AID 463210, 2010;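 active = percent activation above the screen-wide mean plus 3 SD, cut at about 25% in these data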
Target sequence (P55210 whole entry D23A/D198A/D206A): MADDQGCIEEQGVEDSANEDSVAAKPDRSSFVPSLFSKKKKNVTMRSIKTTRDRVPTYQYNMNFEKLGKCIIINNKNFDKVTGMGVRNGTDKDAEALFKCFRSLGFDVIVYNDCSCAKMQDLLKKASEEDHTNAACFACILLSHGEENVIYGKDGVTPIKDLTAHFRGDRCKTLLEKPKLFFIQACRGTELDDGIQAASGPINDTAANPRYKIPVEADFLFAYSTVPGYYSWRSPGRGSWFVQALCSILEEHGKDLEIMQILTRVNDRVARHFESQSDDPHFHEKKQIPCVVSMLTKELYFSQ
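Replicates: singlicate. Assay system: Procaspase-7 triple mutant (PC-7 D3A). Signal: 405 nm absorbance of p-nitroaniline. Times: 1 h preincubation, 2 h reaction. Buffer or medium: Zinc-free HEPES pH 7.4 with 300 mM NaCl, 0.01% Triton X-100. Also added: DEVD-pNA substrate. Benchmarks: DMSO wells as 0%, DMSO with 5 µM added PC-7 as 100%.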
core dimer inh: inhibitors of HCV core protein dimerization, primary screen, biochemical, TR-FRET, high-throughput | AID 1899, 2009 | inhibition, % at 5 µM | TR-FRET GST/Flag-core106 dimerization, 1536-well | 0.33% of 300,000 active;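 active = inhibition above the mean of all tested compounds plus 3 SD, set per screening campaign, cut at about 45% in these data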
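Assay system: tagged HCV core106 pair (GST and Flag); medium: KF-containing HEPES buffer, pH 7.45, DTT, CHAPS, BSA; also added: Eu donor and XL665 acceptor anti-tag antibodies; dosing: 5 µM single dose; timing: compound-protein-antibody incubation 4 h at 22.5 °C; signal: TR-FRET 671 and 617 nm emission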
PP5 inh: PP5 phosphatase inhibitors, primary screen, biochemical, fluorescence; 0.18% of 320,000 active; AID 1987, 2009; inhibition, % at 6.7 µM; purified PP5c, OMFP substrate fluorescence; Serine/threonine-protein phosphatase 5 (Homo sapiens), P53041;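 active = inhibition above the campaign's mean inhibition across all tested compounds plus 3 SD, cut at about 9.5% in these data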;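 note: 0% = DMSO only and 100% = 100 µM cantharidin control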
PAFAH2 FP inh: PAFAH2 enzyme inhibitors, primary screen, biochemical, fluorescence polarization, human | Platelet-activating factor acetylhydrolase 2, cytoplasmic (Homo sapiens), Q99487 | recombinant PAFAH2, FP-rhodamine activity probe | inhibition, % at 3.39 µM | 0.99% of 340,000 active;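 active = inhibition above the mean over all tested compounds plus 3 SD, cut at about 30% in these data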;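 note: inhibitors block probe labeling of enzyme so polarization drops; 0% = enzyme with DMSO and 100% = wells lacking PAFAH2 protein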
AHR act: AHR activators, primary screen, cell-based, luminescence, luciferase reporter, human | Aryl hydrocarbon receptor (Homo sapiens), P35869 | AHR-responsive luciferase reporter cells | activation, % at 5 µM | 2.5% of 320,000 active | AID 2796, 2010; in the data active = activation above about 47%;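 note: 0% = vehicle wells and 100% = reference agonist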
TPT1 inhibitor: Candida albicans TPT1 enzyme inhibitors, primary screen, biochemical, fluorescence polarization; inhibition, % at 5 µM; recombinant caTPT1, FP RNA substrate dephosphorylation; AID 1962, 2009; 0.81% of 300,000 active; tRNA 2'-phosphotransferase TPT1 (Candida albicans SC5314);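 active = inhibition above the mean of all tested compounds plus 3 SD, set per screening campaign, cut at about 24% in these data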;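 note: plate controls were DMSO alone for no effect and ferristatin control at 100 nM for full effect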
procasp3 activ: activators of human procaspase-3 D3A mutant, primary screen, biochemical, absorbance, PC-3 D3A mutant, single concentration. recombinant procaspase-3 D3A, Ac-DEVD-pNA absorbance 405 nm. Caspase-3 (Homo sapiens), P42574. AID 463141, 2010. activation, % at 8.5 µM. 0.11% of 330,000 active;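 active = activation above the mean of all tested compounds plus 3 SD, cut at about 21% in these data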;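 note: 0% = DMSO alone and 100% = DMSO wells spiked with extra 5 µM PC-3 D3A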
Target sequence (P42574 whole entry D9A/D28A/D175A): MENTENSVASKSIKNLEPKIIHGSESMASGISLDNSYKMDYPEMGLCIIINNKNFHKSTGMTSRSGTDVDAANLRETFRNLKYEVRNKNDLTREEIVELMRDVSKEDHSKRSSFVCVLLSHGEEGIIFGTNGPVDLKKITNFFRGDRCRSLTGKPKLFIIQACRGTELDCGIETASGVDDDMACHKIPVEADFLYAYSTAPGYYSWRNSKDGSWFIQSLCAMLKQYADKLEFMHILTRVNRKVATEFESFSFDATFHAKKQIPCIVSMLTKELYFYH
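Assay system – Procaspase-3 D3A mutant, all three cleavage aspartates alanine · Controls – DMSO-only low control, 5 µM PC-3 D3A high control · Schedule – 1 h compound preincubation, 2 h substrate hydrolysis at 25 °C · Signal – 405 nm absorbance of p-nitroaniline, reads at 0 and 120 min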
PP1 counter: PP1-alpha phosphatase inhibitors, primary screen, counter-screen for PP5 inhibitor project, biochemical, fluorescence, OMFP substrate, single point; inhibition, % at 6.7 µM; Serine/threonine-protein phosphatase PP1-alpha catalytic subunit (Homo sapiens), P62136; 0.9% of 320,000 active; purified PP1alpha;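 active = inhibition above the mean inhibition of all tested compounds plus 3 SD, computed separately for each screening campaign, cut at about 15% in these data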
Target sequence (P62136 whole entry, looked up): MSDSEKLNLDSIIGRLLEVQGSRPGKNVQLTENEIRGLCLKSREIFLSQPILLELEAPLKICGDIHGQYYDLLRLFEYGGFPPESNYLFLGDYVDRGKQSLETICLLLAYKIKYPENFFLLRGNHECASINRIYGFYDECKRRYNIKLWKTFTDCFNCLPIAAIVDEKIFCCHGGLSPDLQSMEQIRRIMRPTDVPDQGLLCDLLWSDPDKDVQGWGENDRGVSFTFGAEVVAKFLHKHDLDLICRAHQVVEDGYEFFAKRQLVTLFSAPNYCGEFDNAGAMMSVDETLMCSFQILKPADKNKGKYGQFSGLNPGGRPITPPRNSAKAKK
CTSL1 counter: Fasciola hepatica cathepsin L1 inhibitors, primary screen, counter-screen for PFM18AAP inhibitor project, biochemical, QFRET, fluorogenic peptide substrate | recombinant F. hepatica cathepsin L1, Z-Leu-Arg-MCA fluorescence | 0.49% of 300,000 active | inhibition, % at 5.96 µM;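 active = inhibition above the mean of all tested compounds plus 3 SD, set per screening campaign, cut at about 17% in these data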;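 note: 0% = plate median of test compound wells and 100% = 1 µM Z-Phe-Ala-diazomethylketone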
Numbers without * were called inactive; x = no result given; & = joins results of further samples.

SMILES	procasp7 counter	core dimer inh	PP5 inh	PAFAH2 FP inh	AHR act	TPT1 inhibitor	procasp3 activ	PP1 counter	CTSL1 counter
CCCc1nc2c(sc3nc4c(cc32)COC(C)(C)C4)c(=O)o1	-6	-1	-0.5	1	-1	-3	-8	-1	-2
Cc1nn(-c2ccc(Cl)cc2)c(=O)c2c(C)noc12	-2	0	-0.8	4	78*	-2	-2	-2	2
CC(C)(C)c1ccc(C(=O)NC(=S)Nc2sc3c(c2C#N)CCC3)cc1	-24	-9	0.7	-1	10	0	-19	-2	0
Cc1ccc(S(=O)(=O)N2CCN(c3ccc([N+](=O)[O-])c(Sc4nncn4C)c3)CC2)cc1	-10	-2	2.4	7	2	-5	0	-2	5
CN(CC(=O)Nc1ccc(Cl)cc1)C(=O)CNC(=O)c1ccc2ccccc2c1	1	12	-0.8	-8	24	-2	-3	-2	1
CCCN(C(=O)c1cc(Cl)nc2ccccc12)C1CCS(=O)(=O)C1 (stereo not given)	3	-2	-0.5	0	10	2	-7	1	4
COC(=O)c1ccc2c(=O)n(CCN3CCOCC3)c(SCC(=O)C(C)(C)C)nc2c1	9	1	3.6	2	-2	1	6	-5	-3
Cc1cccn2c(=O)c3cc(C#N)c(=NC(=O)c4cccnc4)n(CC4CCCO4)c3nc12 (stereo not given)	-5	0	-2.0	5	9	-14	-11	-1	1
COc1ccc(OC)c(N(CC(=O)Nc2ccccc2)S(=O)(=O)c2ccccc2)c1	0	5	2.0	8	10	0	10	-1	4
Cc1ccc(C(=O)OCC(=O)NNC(=O)c2cccs2)c(O)c1	-2	-2	-2.0	1	2	-3	2	-3	-17
O=S(=O)(Nc1ncn[nH]1)c1ccc(Cl)cc1	8	-4	0.9	5	-1	-1	-12	-1	-6
CC1CCCC(NC(=O)COC(=O)/C=C/c2ccc([N+](=O)[O-])cc2)C1C (stereo not given)	2	x	x	62*	1	x	8	x	x
O=C(c1ccsc1)N1CCCC(N2CCN(c3cccc(Cl)c3)CC2)C1 (stereo not given)	8	1	-1.0	-1	1	3	6	0	-1
Cn1c(CCNC(=O)c2ccco2)nc2ccccc21	6	0	-0.6	3	-2	-3	12	-3	0
c1ccc(CCN2CN=C(Nc3nc4ccccc4s3)NC2)cc1	3	1	4.1	1	7	-2	-4	-1	3
COc1cccc(C(=O)NCCS(=O)(=O)N2CCOCC2)c1	-4	-2	-0.4	-2	-2	-3	-4	1	-6
C/C(Cn1nc([N+](=O)[O-])cc1C)=N\NC(=O)COc1c(Cl)cc(Cl)cc1Cl	3	-7	3.8	0	1	-2	-2	-3	-5
COCC(C)NC(=O)COc1nncc2ccccc12 (stereo not given)	-2	5	0.8	-5	1	1	-2	-2	1
COc1ccc(NS(=O)(=O)c2cccc(C(=O)NNC(=O)c3ccc(O)c(Cl)c3)c2)cc1	0	x	0.8	1	0	x	0	2	x
COCCN(C(=O)CSc1nnc(Nc2ccc(C)cc2)s1)c1c(N)n(CC(C)C)c(=O)[nH]c1=O	3	2	0.1	4	0	-1	2	-3	6
COc1ccc(-c2[nH]ncc2CN(C)Cc2c(C)n[nH]c2C)c(OC)c1	4	-6	1.3	-2	-2	6	9	-5	-3
CC(C)(C)c1ccc(C(CC(=O)O)NC(=O)CCCc2ccccc2)cc1 (stereo not given)	7	4	2.2	5	-1	-1	4	-4	0
N#Cc1c(NC(=O)CN2CCN(S(=O)(=O)c3ccc4c(c3)OCCO4)CC2)sc2c1CCC2	4	71*	-0.7	-23	-1	8	-3	4	-2
COc1ccc(C(=O)CSc2nnc(Cc3ccccc3)o2)cc1	6	5	2.3	2	-1	0	4	-2	-1
COc1ccccc1NC(=O)C(C)OC(=O)Cc1n[nH]c(=O)c2ccccc12 (stereo not given)	8	1	-0.9	1	5	0	-3	-5	-5
COc1cccc2cc(C(=O)Oc3ccc(NC(C)=O)cc3)c(=O)oc12	8	3	1.1	8	-1	-7	2	4	0
Cc1nnc(SCC(=O)Nc2ccccc2F)n(N)c1=O	-11	-11	-1.2	-5	-3	-2	-4	-9	1
O=C(/C=C/c1ccc(OC(F)F)cc1)OCC(=O)N1CCN(C(=O)c2ccco2)CC1	12	23	-1.1	-7	-2	2	2	-1	-10
Cc1ccc(C(=O)NNC(=O)CCN2C(=O)C3CCCCC3C2=O)cc1 (stereo not given)	7	-6	-1.6	3	1	4	4	2	0
CC(=O)Oc1c(C)cc(Cl)cc1C(=O)Nc1ccc([N+](=O)[O-])cc1Cl	-1	-1	0.6	9	1	-2	-6	-1	0
C=CCn1c(=O)c2ccc(C(=O)NCc3ccccc3)cc2n(Cc2cccc(Cl)c2)c1=O	13	37	1.0	-1	-2	0	1	7	6
CCCN[C@H]1CCc2nc(N)sc2C1	-8&-9	5&3	0.5&-1.7	13	-1&-1	-1&-4	2&1	-3&-4	4&-3
COc1ccc(CN(C)CC2CCCN(CCc3ccc(F)cc3)C2)c(OC)c1OC (stereo not given)	3	-14	0.6	2	1	-3	1	-2	2
COc1ccc(C(=O)CNc2ccccc2CO)cc1	-2	3	0.8	3	10	-4	0	-3	-4
CCc1nc(N2CCC3(CC2)OCCO3)c2nnn(Cc3ccccc3Cl)c2n1	6	-5	2.2	5	6	0	-7	1	7
CC(NC(=O)CCN1N=C(c2ccccc2)CCC1=O)c1ccc2c(c1)OCCO2 (stereo not given)	0	-1	-2.4	x	-1	1	6	-3	0
COc1ccccc1CC(=O)N1CCCc2cc(C)ccc21	-13	-6	2.6	-3	15	-3	-7	0	-1
COc1cccc(C2C(C(=O)/C=C/c3ccco3)=C(O)C(=O)N2CCN2CCOCC2)c1 (stereo not given)	-4	5	2.9	-7	2	-1	-11	2	2
O=C(O)c1ccc(-n2cccc2)cc1O	7	-1	1.2	2	-1	0	4	-1	-3
COC(=O)c1sc(NC(=O)/C=C/c2ccc(C)cc2)nc1C	-10	-9	-1.6	-15	6	2	3	-1	-2
COC(=O)c1ccc(CSc2nc3ccccc3c(=O)n2Cc2ccco2)o1	-10	2	5.2	7	1	-2	-1	7	1
COc1cc(Br)cc2cc(C(=O)N3CCN(c4ccccn4)CC3)c(=O)oc12	0	-2	1.4	20	-3	-1	-1	-15	3
O=C(c1cccc(C(F)(F)F)c1)C1CCCN(C(=O)CCCn2cncn2)C1 (stereo not given)	2	2	2.9	-3	-2	0	2	0	-3
O=C(c1oc(=O)c2ccccc2c1-c1ccccc1)N1CCN(C2CCCCC2)CC1	0	1	4.1	7	0	-3	-1	-6	2
Cc1ccc(C(=O)C(SC(C)(C)C)n2cncn2)cc1 (stereo not given)	-1	5	1.6	4	11	-2	8	-2	-4
Cc1ccccc1C(=O)NCC(C)NC(=O)c1ccccc1C (stereo not given)	4	-1	-1.1	7	0	0	10	-2	1
COC(=O)CCC/C=C1\SC[C@@H](NC(=O)c2ccccc2)C1NC(C)=O (stereo not given in full)	3	-1	2.3	1	2	-1	9	2	3
CCCCC(=O)OCC(=O)Nc1ccc(SC(F)F)cc1	4	-1	1.1	10	1	-3	9	-1	-13
Cn1c(Cc2ccccc2)nnc1SCC(=O)Nc1ccccc1	9	-4	2.4	-5	3	4	4	-3	-6
COc1cc(C(=O)c2cocc2C(=O)c2ccc3c(c2)OCO3)cc(OC)c1OC	0	7	1.9	-5	-1	-1	7	-3	2
COc1ccc(NC(=O)COC(=O)/C=C/c2ccccc2[N+](=O)[O-])cc1OC	0	2	2.5	17	3	1	3	0	-12
CCOC(=O)c1c(S(=O)(=O)N(C)C2CCCCC2)c(C)n(C)c1C	16	3	0.1	12	1	-5	10	6	-4
CC1CCCC(NC(=O)C2CCN(S(=O)(=O)N3CCC4(CC3)OCCO4)CC2)C1C (stereo not given)	0	-7	-1.3	-4	-1	1	5	-2	2
O=C(CSc1nnc2ccccn12)Nc1ccccc1C(=O)NC1CC1	-4	-1	3.0	-8	2	0	2	4	-2
COc1cc2c(cc1OC)C(c1ccccc1)N(C(=O)CSCC(=O)O)CC2 (stereo not given)	0	6	0.1	0	-1	0	-1	2	-6
CC(C)Sc1nc2ccccc2n2cnnc12	12	-2	1.8	7	4	-1	13	2	1
CC(C)(C)c1ccc(C(=O)N/C(=C/c2cccs2)C(=O)NCc2ccco2)cc1	-8	8	3.2	5	-4	1	3	3	3
Cc1ccc(OCC(=O)Nc2cc(S(=O)(=O)N3CCOCC3)ccc2Cl)c([N+](=O)[O-])n1	10	3	1.1	2	3	1	0	1	-5
Cc1ccccc1CSc1nnc(Cn2c(=O)sc3ccccc32)n1C	11	3	0.2	0	1	3	-3	-6	1
CCOc1ccccc1N(C(=O)c1ccco1)C(C(=O)NC1CCCC1)c1cccs1 (stereo not given)	4	-10	0.8	-1	-1	-1	-7	0	-33

Carrying on:
SMILES	procasp7 counter	core dimer inh	PP5 inh	PAFAH2 FP inh	AHR act	TPT1 inhibitor	procasp3 activ	PP1 counter	CTSL1 counter
COc1ccc(CCn2ccc(O)c(Cc3c(F)cccc3Cl)c2=O)cc1OC	5	-2	-4.0	0	7	-3	5	-2	-1
CCCCCN(C(=O)CCC(=O)OCc1ccccc1C)c1c(N)n(CCCC)c(=O)[nH]c1=O	-2	1	2.8	6	-2	3	-7	-8	4
NC(=O)N/N=C\c1cccs1	4	-2	1.7	x	-1	-1	7	-4	3
CC(C)[C@H](Nc1ncnc2c1oc1ccccc12)C(=O)O	0	-2	-2.8	1	11	0	2	4	-3
O=C1COc2ccc(C(=O)c3ccccc3C(=O)NCc3ccccc3)cc2N1	7	5	0.4	3	1	-12	7	1	3
CC(C)(C)N(NC(=O)Nc1ccc(F)cc1)C(=O)c1ccccc1	14	-5	1.3	-5	-4	-3	8	-2	-4
Cn1c(SCc2cccc(Br)c2)nnc1-c1ccccn1	2	2	0.6	4	-4	-2	0	-2	-5
